Growth percent in the NCI-60 one-dose screen (48 h, 10 µM unless noted): 100 = growth as untreated, 0 = no growth, -100 = all killed.
NCI-H322M: NCI-H322M lung cancer; hit rate 2.7% among 80,000
NCI-H460: NCI-H460 lung cancer; hit rate 6.8% among 82,000
NCI-H23: NCI-H23 lung cancer. hit rate 4% among 80,000. AID 1794731
COLO 205: COLO 205 colon cancer; AID 1794742; hit rate 7.3% among 79,000
SK-OV-3: SK-OV-3 ovarian cancer cells; hit rate 3.2% among 80,000
NCI-H226: NCI-H226 lung cancer; hit rate 3.5% among 79,000; AID 1794732
IGROV1: IGROV1 ovarian cancer; hit rate 4.7% among 79,000
NCI/ADR-RES: NCI/ADR-RES ovarian cells. AID 1794790. hit rate 4.4% among 81,000
NCI-H522: NCI-H522 lung cancer. hit rate 8% among 78,000
Numbers without * were called inactive; · = no result given; & = joins results of further samples; [ ] = dose if it differs, or a comment. How the source made its calls: active means growth percent below 10; inactive means the rest. Rows are unselected (roughly 11% active in at least one column).

SMILES	NCI-H322M	NCI-H460	NCI-H23	COLO 205	SK-OV-3	NCI-H226	IGROV1	NCI/ADR-RES	NCI-H522
C=C(C)[C@@H]1CC[C@]2(C(=O)O)CC[C@]3(C)[C@H](CC[C@@H]4[C@@]5(C)CCC(OC(=O)/C=C/c6ccc(OC)c(OC)c6)C(C)(C)[C@@H]5CC[C@]43C)[C@@H]12 (some centres undefined)	47	36	39	62	78	·	69	84	41
FC(F)(F)c1cc(CNc2nc(Cl)ncc2Br)cc(C(F)(F)F)c1	·	96	·	103	81	94	75	93	62
CCN(CC)CCOc1ccc(C(=C(C)Cc2ccc(OC)cc2)c2ccc(OCCN(CC)CC)cc2)cc1	81	38	83	-78*	93	81	69	85	77
CN(C)CSCCO	103	101	102	110	112	102	109	107	104
Cc1ccc(N=Nc2c(Nc3ccccc3)[nH][nH]c2=O)cc1	95	111	98	115	104	96	101	99	90
COc1cc(N)ccc1C#N	103	108	103	103	96	111	104	112	75
O=C(O)c1ccc(NCn2nc(-c3cc(-c4ccccc4)nc4ccccc34)n(-c3ccccc3)c2=S)cc1	100	101	109	121	108	98	102	102	98
COc1cc(-c2csc(NC(=O)c3cc(-n4cnc(C)c4)cc(C(F)(F)F)c3)n2)cc(OC)c1OC	67	34	61	85	114	58	52	65	38
O=C(CSc1nc(O)c(Cc2ccccc2)c(=O)[nH]1)Nc1ccc2ccccc2c1	108	109	93	103	114	106	109	101	80
O=C(CCCCC(=O)N/N=C\c1ccccc1O)N/N=C\c1ccccc1O	27	12	58	35	40	53	27	42	46
O=C(Nn1c(COc2ccccc2)nc2ccccc2c1=O)c1ccc(Cl)cc1	98	107	98	129	124	87	83	94	90
CCNC(C)(C)C(SSS)c1ccco1 (centres undefined)	78	113	100	138	107	99	·	100	81
COc1cc2c(cc1OC)C(C1CC1)N(S(N)(=O)=O)CC2 (centres undefined)	109	106	88	116	103	89	105	97	105
Cn1ccnc1C(=O)/C=C/c1ccc(C(=O)Nc2ccc(F)cc2)cc1	11	-45*	16	26	59	14	7.0*	11	7.5*
O=C(O)c1cccc2c1-c1c(cccc1[N+](=O)[O-])C2	101	108	106	108	107	98	111	112	92
COc1cc(OC)c(/C=C/c2ccncn2)c(OC)c1	104	100	105	90	109	103	109	109	111
CCOC(=O)CO/N=C(C)/C=C/c1ccc(Br)cc1	90	94	89	94	96	86	82	88	72
CC(=O)N1N=C(N)SC1c1ccc(Cl)c(Cl)c1 (centres undefined)	98	101	101	105	113	96	99	104	92
CC1=NN(c2cccc(Cl)c2)C(=O)/C1=C\c1cn(C[C@H](O)Cn2c3ccccc3c(=O)c3ccccc32)c2ccccc12	95	92	88	106	85	97	78	77	78
Brc1ccc(N/N=C/c2ccc(-n3cccn3)cc2)cc1	105	107	93	106	93	99	85	96	83
C/C(=N/N=C(N)N)c1cccc(O)c1	105	99	100	103	103	96	105	97	104
O=[N+]([O-])c1cc([N+](=O)[O-])c(NN=C(c2ccc(O)cc2)c2ccc(O)cc2)cc1Cl	9.5*	-6.9*	-73*	26	99	-28*	·	-57*	-55*
COc1cccc(NC(=O)Nc2ccc(Nc3ncnc4[nH]c(C)c(C)c34)cc2)c1	114	102	111	112	102	101	115	107	91
Cc1ccc(/C(=N\N=C(N)N)c2ccccc2)cc1	57	2.7*	17	·	4.1*	-4.1*	-0.8*	15	-12*
Clc1ccc(C2=NN(c3ccc(Cl)cc3)C(c3ccc(Cl)cc3)C2)cc1 (centres undefined)	98	110	97	103	105	104	104	101	96

Continued, overlapping the part above by two compounds.
SMILES	NCI-H322M	NCI-H460	NCI-H23	COLO 205	SK-OV-3	NCI-H226	IGROV1	NCI/ADR-RES	NCI-H522
Cc1ccc(/C(=N\N=C(N)N)c2ccccc2)cc1	57	2.7*	17	·	4.1*	-4.1*	-0.8*	15	-12*
Clc1ccc(C2=NN(c3ccc(Cl)cc3)C(c3ccc(Cl)cc3)C2)cc1 (centres undefined)	98	110	97	103	105	104	104	101	96
O=C(CCCC(=O)N/N=C/c1cc(Cl)ccc1O)N/N=C\c1cc(Cl)ccc1O	24	10	38	16	14	41	31	14	18
O=C(/C=C/c1cc([N+](=O)[O-])ccc1Cl)c1ccccc1	88	98	88	109	95	86	70	94	83
Cc1cc(Nc2ccc3ccccc3c2)n2ncnc2n1	116	99	102	110	111	98	105	96	85
COc1ccccc1/C=C/C=N/NC1=NC2C(S1)N(C)C(=O)N2c1ccccc1 (centres undefined)	38	2.3*	30	-4.6*	62	45	19	10	13
Cc1ccccc1N1CCN(CCC(=O)O)CC1	106	112	112	122	115	103	112	110	107
O=c1oc2ccccc2cc1-c1nn(-c2ccccc2)cc1-c1nn[nH]n1	100	105	101	108	100	93	99	102	95
CCC(N)(C(=O)O)c1ccc(F)cc1 (centres undefined)	113	106	102	105	113	106	109	106	90
c1ccc(OCc2nnc(-c3ccc(Oc4ccccc4)cc3)o2)cc1	106	104	94	104	97	94	·	97	87
CC(C)Sc1cc(=O)[nH]c(N)n1	82	102	98	104	95	100	107	107	85
NC(N)=NC(N)=Nc1ccccc1Cl	106	114	98	117	96	124	115	105	89
Nc1ccc2nc(NC(=O)CN3CCCCC3)sc2c1	102	116	101	108	107	103	104	108	94
O=C(CN1CCN(c2cc3c(cc2F)c(=O)c(C(=O)O)cn3C2CC2)CC1)Nc1nnc(-c2ccccc2)s1	89	103	98	102	93	105	98	103	90
Cc1ccc(-c2nc3nc(-c4ccccc4)nc(N4CCCN(S(=O)(=O)c5ccc(C)cc5)CC4)c3o2)cc1	91	103	102	120	95	98	84	103	86
CCCCCCCC(=O)OC[C@]1(C)CCC[C@]2(C)[C@@H]1CC[C@@]13C[C@@H](OCOC)[C@@](C)(CC[C@H]12)C3	114	108	99	103	98	101	114	102	100
CC(=O)N1N/C(=C2/C(C)=NC(=S)NC2c2ccccc2)CC1c1ccc(N(C)C)cc1 (centres undefined)	99	102	93	104	111	97	98	104	84
O=C(c1nn(Cc2ccccc2)c2c1CC(NCc1ccc(F)cc1)CC2)N1CCCCC1 (centres undefined)	104	106	104	110	106	108	97	89	88
COc1ccc(C2OC(N)=C(O)C2=O)cc1OC (centres undefined)	102	110	102	125	99	97	106	103	94
CC(=O)NNC(=O)C(N)Cc1ccc(O)cc1 (centres undefined)	112	106	99	106	121	104	105	104	103
CCOC(=O)C1=C(N)Oc2c(sc3c(C)cccc23)C1c1ccc(F)cc1 (centres undefined)	51	4.3*	20	-1.1*	60	9.6*	17	6.4*	12
Cn1cc(-c2nc(-c3cn(C)c4ncccc34)cs2)c2cc(Br)ccc21	101	110	97	127	106	106	117	92	100
COc1ccc2c(O)c(/C=C3\N=Nc4ccccc43)oc2c1C[C@@H]1CCNC[C@H]1F	88	11	70	58	91	58	76	72	58
C=C1CC[C@@H]2[C@](C)(COC(C)=O)[C@H](OC(C)=O)CC[C@@]2(C)[C@@H]1C/C=C1/C(=O)OC[C@H]1OC(C)=O	101	98	81	22	101	24	103	25	-42*
NS(=O)(=O)c1ccc(NC(=S)NC(=O)c2ccc(Br)cc2)cc1	97	102	88	102	88	81	102	92	89
Cc1nc2[nH]c(N)nc(=S)c2[nH]1	·	109	96	116	98	107	103	97	86
CCCCCCCCCCCCCC[n+]1cccc(C(N)=O)c1	17	15	14	-67*	23	14	·	105	-35*
(more compounds)
SMILES	NCI-H322M	NCI-H460	NCI-H23	COLO 205	SK-OV-3	NCI-H226	IGROV1	NCI/ADR-RES	NCI-H522
COc1cc(-c2nnc(-c3nc(-c4cc(OC)c(OC)c(OC)c4)n4ccccc34)o2)ccc1O	97	96	91	123	115	107	86	80	·
CCOc1ccc(N=Nc2ccc(/C=C/c3ccc(N=Nc4ccc(OCC)cc4)cc3S(=O)(=O)O)c(S(=O)(=O)O)c2)cc1	96&110	107&104	104&114	115&97	95&93	110&98	104&103	109&105	93
O=C(Nc1ccc(-n2cc(-c3ccncc3)c(-c3ccc(Cl)c(O)c3)n2)cc1)Nc1ccc(Cl)c(C(F)(F)F)c1	12	-29*	3.4*	-67*	3.0*	68	-0.1*	6.6*	·
COCCCNC(=O)c1nnn2c1nc(N)c1cc(Cl)ccc12	89	102	98	78	79	94	79	94	·
COC(=O)[C@H](Cc1cn(C)cn1)NC(=O)[C@@H](NC(=O)Nc1cc(C(F)(F)F)cc(C(F)(F)F)c1)C(C)(C)C	-35*[100 µM]	-56*[100 µM]	-65*[100 µM]	-75*[100 µM]	-26*[100 µM]	65[100 µM]	-63*[100 µM]	78[100 µM]	·
Nc1ccc(S(=O)(=O)N/N=C/c2ccccc2Cl)cc1	118	103	110	132	106	91	52	109	117
COc1ccc(-c2ccc(NC(=O)Nc3ccc(Cl)cc3)c(C)n2)cc1	65	65	94	102	83	98	84	92	67
COc1ccc(-c2cc(C(=O)N3CCN(C(=O)c4ccccc4NCc4cc(OC)c(OC)c(OC)c4)CC3)nc3cc(-c4ccccc4)nn23)cc1	107	109	106	110	104	92	116	105	83
Cc1ccc(C(C)C)cc1NC(=O)c1ccccc1O	55	31	12	100	45	27	54	29	21
COc1cc(/C=C2\C(=N)N=C(SCc3nc4ccccc4[nH]3)NC2=O)cc(OC)c1OC	99	108	93	120	145	93	113	99	92
Cc1ccn2c(=O)c(C)cnc2c1	113	102	97	111	92	77	87	99	89
COc1ccc(C(=O)CC(C#N)c2ccc3c(c2)OCO3)cc1OC (centres undefined)	75	100	88	139	110	86	72	73	72
O=C(O)c1ccccc1-c1c2ccc(=Nc3ccccc3)cc-2oc2cc(Nc3ccc(S(=O)(=O)O)cc3)ccc12	94	103	97	104	93	94	89	102	100
CCCCNC(=S)NS(=O)(=O)c1ccc(CCN2C(=O)/C(=C/c3ccc(F)cc3)N=C2C)cc1	101	104	102	130	92	88	96	94	79
Nc1nonc1-c1nc2ccccc2n1CC(=O)Nc1ccc2c(c1)COC2=O	107	96	86	98	91	88	·	86	62
Nc1nn(C(=O)c2ccncc2)cc1-c1ccc(Cl)cc1	106	110	94	110	104	100	139	95	80
O=[N+]([O-])c1cnc(Sc2ccncn2)s1	99	97	77	-77*	114	110	-81*	67	-79*
O=[n+]1c2ccccc2n([O-])c2cc(Cl)ccc21	98	43	91	77	88	·	66	60	72
Cc1ccc(N/C=C/C(=O)O)nc1	91	106	96	117	96	100	107	98	95
CCn1cc(C(=O)N/N=C/c2cccs2)c(=O)c2cc(F)c(N3CCNC(C)C3)c(F)c21 (centres undefined)	84	24	90	-42*	90	76	67	68	71
N#Cc1c(-c2ccc(F)cc2)nc2c(N=Nc3ccc(S(N)(=O)=O)cc3)c(N)nn2c1N	79	89	83	99	102	75	64	94	68
Cc1ccc(Cc2cnc(NC(=O)C3COc4ccccc4O3)s2)cc1 (centres undefined)	94	101	94	104	101	·	85	86	69
O=C(CCN1C(=O)c2ccccc2C1=O)c1ccccc1	98	108	96	104	93	93	95	100	75
Clc1ccccc1-n1cc(CSc2nnc(COc3cccc4cccnc34)o2)nn1	89	103	106	109	103	95	99	105	90
Nc1cccc(-c2ccc(COc3ccc(CC4SC(=O)NC4=O)cc3)cc2)c1 (centres undefined)	90	44	71	101	62	94	58	47	30
Next compounds
SMILES	NCI-H322M	NCI-H460	NCI-H23	COLO 205	SK-OV-3	NCI-H226	IGROV1	NCI/ADR-RES	NCI-H522
O=C(NC(=O)c1ccc(F)c(Cl)c1)NC1CC1	110&113	102&100	99&104	108&113	105&114	91&100	109&113	103&107	85&76
O=C(NCCSSCCNC(=O)c1ccccc1)c1ccccc1	106	107	102	·	101	·	113	109	82
CCCCCN1C=C/C(=C\C(=O)N(Cc2ccccc2)c2ccc(OC)cc2)c2ccccc21	84	74	65	88	94	78	76	105	72
NC1(C(=O)O)CCCCC1	104	104	98	106	108	94	117	101	103
COc1cc(/C=C2\CN(S(=O)(=O)c3ccc(C)cc3)C/C(=C\c3cc(CN4CCCCC4)c(O)c(OC)c3)C2=O)cc(CN2CCCCC2)c1O	-74*	-73*	-64*	-90*	115	-53*	-67*	-47*	-58*
Nc1ccc(S(=O)(=O)O)c2cccc(O)c12	102&108	107&104	96&89	127	110&94	103&93	70&86	98	100&87
C/C(=N\N=C1\SCC(=O)N1c1cccc(C)c1)c1cc2ccccc2oc1=O	99	103	99	112	96	78	98	100	98
CC1(C)CC(=O)C2=C(C1)N(c1ccc(OC(F)(F)F)cc1)C(N)=C(C#N)C2c1cccc(Br)c1 (centres undefined)	89	87	92	88	77	85	63	89	74
CN(C)CCOC(=O)Nc1c(Cl)cccc1Cl	109	107	113	·	123	94	109	112	92
Cc1ccc2c(c1)=C/C(=C\N(O)c1ccccc1)C(=O)N=2	92	103	103	109	99	94	91	102	85
CC(C)(C)c1ccc(O)c(CO)c1	97	114	96	113	104	106	102	104	83
CC1=C([Se]CC(OC(=O)[C@@H](CSSC(C)(C)C)NC(=O)C(C)(C)C)C(=O)NCCCCCC(=O)OCc2ccccc2)C(=O)c2ccccc2C1=O (some centres undefined)	-23*	1.8*	-30*	40	-18*	3.2*	-61*	-12*	·

A second format for some results above:
Molecule: CCCCCN1C=C/C(=C\C(=O)N(Cc2ccccc2)c2ccc(OC)cc2)c2ccccc21
  NCI-H322M: 84 | NCI-H460: 74 | NCI-H23: 65 | COLO 205: 88 | SK-OV-3: 94 | NCI-H226: 78 | IGROV1: 76 | NCI/ADR-RES: 105 | NCI-H522: 72
Molecule: O=C(NCCSSCCNC(=O)c1ccccc1)c1ccccc1
  NCI-H322M: 106 | NCI-H460: 107 | NCI-H23: 102 | COLO 205: · | SK-OV-3: 101 | NCI-H226: · | IGROV1: 113 | NCI/ADR-RES: 109 | NCI-H522: 82
Molecule: CN(C)CCOC(=O)Nc1c(Cl)cccc1Cl
  NCI-H322M: 109 | NCI-H460: 107 | NCI-H23: 113 | COLO 205: · | SK-OV-3: 123 | NCI-H226: 94 | IGROV1: 109 | NCI/ADR-RES: 112 | NCI-H522: 92
Molecule: NC1(C(=O)O)CCCCC1
  NCI-H322M: 104 | NCI-H460: 104 | NCI-H23: 98 | COLO 205: 106 | SK-OV-3: 108 | NCI-H226: 94 | IGROV1: 117 | NCI/ADR-RES: 101 | NCI-H522: 103

Source: PubChem BioAssay (NCI)
